Ecoli viability – reduces bacterial viability in AddAB counter-screen | E. coli V3065 growth, OD600 absorbance, 18 h | inhibition, % at 11.9 µM | 330,000 compounds, 0.27% hits;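 active means inhibition above the campaign's mean inhibition across all tested compounds plus 3 SD, cut at about 9.9% in these data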;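 further: uninfected addAB+ strain grown without phage in ampicillin broth; 0% = DMSO wells and 100% = ciprofloxacin 0.95 µg/ml wells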
Tat transport – inhibitors of E. coli Tat protein transport; E. coli MC4100 TorA-mCherry Tat export, fluorescence; inhibition, % at 10 µM; 340,000 compounds, 0.036% hits; AID 488895;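 active means mean replicate inhibition at least 50% and at least half of replicates individually reaching 50%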;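 further: exported cargo escapes ClpAP degradation while cytoplasmic cargo is degraded and loses fluorescence; 0% = median of neutral control wells and 100% = median of NaSCN control wells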
MOR-DOR ag – agonists of human mu-delta opioid receptor heterodimerization; cells, OPRM1-OPRD1 heterodimerization, luminescence; P35372+P41143; 340,000 compounds, 0.3% hits; activation, % at 9.3 µM; in the data active means activation above about 18%;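 further: 0% = vehicle-treated cells and 100% = reference agonist; values of inactives mirror those of a sister screen read the other way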
Target sequence (P35372 whole entry, looked up): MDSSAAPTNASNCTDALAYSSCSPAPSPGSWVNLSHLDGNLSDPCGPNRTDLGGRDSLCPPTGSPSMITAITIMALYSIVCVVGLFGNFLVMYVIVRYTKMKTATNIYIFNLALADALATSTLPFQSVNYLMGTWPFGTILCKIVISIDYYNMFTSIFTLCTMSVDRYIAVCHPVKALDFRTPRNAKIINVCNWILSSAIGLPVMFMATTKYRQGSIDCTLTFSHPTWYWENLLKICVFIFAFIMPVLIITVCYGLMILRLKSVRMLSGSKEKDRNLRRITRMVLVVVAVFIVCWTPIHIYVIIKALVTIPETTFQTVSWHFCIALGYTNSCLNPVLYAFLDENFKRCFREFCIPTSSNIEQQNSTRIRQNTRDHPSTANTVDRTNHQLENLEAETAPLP
Target sequence (P41143 whole entry, looked up): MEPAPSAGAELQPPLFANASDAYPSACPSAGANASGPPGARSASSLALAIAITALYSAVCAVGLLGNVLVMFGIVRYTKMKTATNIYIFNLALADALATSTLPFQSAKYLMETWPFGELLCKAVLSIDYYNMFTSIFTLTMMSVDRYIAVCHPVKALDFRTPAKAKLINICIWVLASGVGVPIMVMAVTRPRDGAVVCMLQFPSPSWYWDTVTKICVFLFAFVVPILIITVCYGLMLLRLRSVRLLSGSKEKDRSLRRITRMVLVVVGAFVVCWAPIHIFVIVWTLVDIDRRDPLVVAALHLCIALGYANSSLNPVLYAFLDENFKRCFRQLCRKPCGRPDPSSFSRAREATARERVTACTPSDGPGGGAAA
AddAB inh – less growth of phage-infected E. coli with AddAB | E. coli expressing H. pylori AddAB, absorbance growth | inhibition, % at 11.9 µM | 330,000 compounds, 0.29% hits; in the data active means inhibition above about 12%;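 further: 0% = vehicle wells of infected cells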
SUMO Mot1 rescue – inhibitors of SUMOylation pathway: yeast Mot1-301 growth rescue; AID 2716; 320,000 compounds, 1% hits; growth rescue, % at 18.8 µM; S. cerevisiae Mot1-301 growth rescue, ATP luminescence, 38.5C; percent above DMSO median, 100 means doubled;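 active means every valid replicate shows activation above 250% relative to neutral control wells; inactive means the rest, any valid replicate at or below 250%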;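 further: OY570 slx delta 5 strain wells were the positive control but not used for scaling; some compounds called inactive have numbers as strong as hits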
Arr AP2 block – human beta-arrestin and AP2 interaction inhibition | AID 504490 | inhibition, % at 10 µM | 340,000 compounds, 0.31% hits | FITC-arrestin peptide / GST-AP2 beads, flow cytometry; AP2 beta2 appendage carries R879A mutation;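 active means inhibition above a set limit, near 3 SD of compounds lacking own fluorescence, cut at about 54% in these data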;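 further: plate controls were DMSO wells for no effect and 5 µM unlabelled arrestin peptide for full effect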
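Material – GST-tagged AP2 beta2-adaptin appendage (R879A) on 4 µm glutathione beads · Probe or stimulus – fluorescein-tagged arrestin peptide at 50 nM final · Timing – 12 min plus 1 h, RT · Detection – bead flow cytometry, FITC channel · Read-out basis – inhibition as reduced fluorescein signal on beads, percent · Medium – PBS plus Tween 20 (0.05%) and BSA (0.1%)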
PKA-R1A act – activators of PKA-R1A complex | P00514+P68181 | PKA-R1A dissociation, Cy5-IP20 fluorescence polarization; scaled: DMSO 0%, 113 µM cGMP 100% | activation, % at 11.4 µM | 340,000 compounds, 0.083% hits | AID 504707;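 active means percent activation above the mean of all tested compounds plus 3 SD, cut at about 19% in these data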;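 further: higher means more PKAc released from R1A so a rise in polarization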
OPRM1-OPRD1 inv – inverse agonist of human OPRM1-OPRD1 heterodimerization | P35372+P41143 | cell-based MOR-DOR heterodimer luminescence, inverse agonism | inhibition, % at 9.3 µM | 340,000 compounds, 0.21% hits | AID 504357; in the data active means inhibition above about 22%, passing the limit was not always enough;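 further: 0% = cells with DMSO and 100% = wells without cells with DMSO; values of inactives mirror those of a sister screen read the other way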
DSG3 Ab inh – blocks pemphigus antibody binding to human desmoglein-3. DSG3-coupled beads, scFv-anti-DSG3-GFP binding, flow cytometry; hits give low values. binding (percent of control), % at 10 µM. 310,000 compounds, 0.48% hits;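 active means binding more than 3 SD below its plate's average and above zero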;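 further: hits lower antibody fragment binding to DSG3; some compounds called inactive have numbers as strong as hits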
PfHsp90 set2 – reduces growth (ATP signal) of yeast expressing P. falciparum Hsp90; 310,000 compounds, 0.32% hits; inhibition, % at 9.4 µM; AID 504621; S. cerevisiae expressing PfHsp90, BacTiter-Glo ATP, 48 h; yeast lacking PDR1 and PDR3 efflux regulators;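 active means every replicate shows inhibition above about 80%, whatever the replicate mean, limit read from the data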;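 further: 0% = DMSO neutral controls and 100% = 20 µM radicicol positive controls; yeast relying on Plasmodium falciparum Hsp90 in place of its own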
phage Ecoli inh – E. coli growth loss with phage present; AID 651602; 360,000 compounds, 0.26% hits; inhibition, % at 11.9 µM; growth absorbance; in the data active means inhibition above about 11%
Starred values were filed as active, the others as inactive; x = no result given; & = joins results of further samples.

SMILES	Ecoli viability	Tat transport	MOR-DOR ag	AddAB inh	SUMO Mot1 rescue	Arr AP2 block	PKA-R1A act	OPRM1-OPRD1 inv	DSG3 Ab inh	PfHsp90 set2	phage Ecoli inh
FC(F)(F)c1cnc(-c2cnc3c(-c4ccc(Cl)cc4)cnn3c2)c(Cl)c1	0.6	3	-3.4	-1.1	-8	20	-5	18	99	-10	2.0
Cn1c(CCN2CCCCC2)nc2cc([N+](=O)[O-])ccc21	2.6	-12	-0.2	2.5	-25	8	-4	1	101	10	2.3
O=C(CCCC(=O)c1ccc(O)cc1)c1ccc(O)cc1	1.5	0	-1.1	3.6	56	24	-2	7	104	12	1.1
CCN(CC)S(=O)(=O)c1ccc(C2=NOC3(C2)N(C)c2ccccc2C3(C)C)cc1 (stereo not drawn)	-1.1	1	-0.1	0.7	-12	-5	-3	0	95	14	3.1
CCC1CCCCN1C(=O)CSc1nc(N)cc(=O)[nH]1 (stereo not drawn)	-0.3	-3	-1.1	0.3	-15	12	11	7	72	-27	-0.8
CCCCNCC(O)(c1ccc(Cl)cc1)c1ccc(Cl)cc1	1.5	4	1.7	4.9	-28	-9	-2	-8	105	-6	9.1
OCCCc1nc2ccccc2n1CCCCOc1ccccc1	0.0	-6	-3.4	3.8	232	4	-3	16	100	8	-0.1
O=S1(=O)c2ccccc2OC(COCc2ccccc2)CN1C1CC1 (stereo not drawn)	0.9	0	-1.9	0.4	x	22	0	9	93	-16	3.1
Cc1ccc(S(=O)(=O)c2nc(-c3cccs3)oc2SCC(N)=O)cc1	-1.6	-6	-1.2	2.0	x	25	11	7	96	9	-0.3
CC(=O)C1=C(C)NC(SCC(N)=O)=C(C#N)C1c1ccco1 (stereo not drawn)	3.5	-10	-2.7	0.4	15	-1	2	14	102	-3	4.4
Cc1cc(C)nc(/N=C(\N)Nc2ccc(OCc3ccccc3)cc2)n1	1.2	11	1.6	1.4	82	35	-5	-9	104	-1	6.4
Cc1cccc(Nc2nc(N)nc(CN3CCN(c4ccccc4F)CC3)n2)c1	-3.6	11	0.0	-0.3	10	7	-6	0	102	-14	-0.5
CCN1CCN(C(=O)c2ccc3c(=O)n(CCC4=CCCCC4)c(=O)[nH]c3c2)CC1	-0.5	17	0.6	-2.2	2	-2	2	-4	x	28	1.5
COc1ccc(N2CCN(CCCNC(=O)CCC(=O)N3CCOc4ccc(Cl)cc43)CC2)cc1	-2.6	4	-1.4	3.2	-4	0	-3	7	99	0	1.3
CC(=O)OC(C(=O)NCc1ccco1)c1ccncc1 (stereo not drawn)	-0.2	8	0.9	0.3	228	0	3	-5	102	-4	0.4
Cc1ccc(C)c(NC(=O)CSc2nnc([C@@H]3CCCN3C(=O)OC(C)(C)C)o2)c1	-1.7	2	-4.4	0.1	259	3	-1	23	102	15	0.2
COCCn1c(C)cc(C2=NNC(=NC3CC3)SC2)c1C	-2.2	6	-1.4	3.0	-24	-12	-6	7	127	x	0.5
N#C/C(=C\c1c(N(Cc2ccccc2)Cc2ccccc2)nc2ccccn2c1=O)C(N)=O	-4.3	11	-3.5	1.0	x	0	-10	21	101	-17	1.3
O=C1NCCN/C1=C\C(=O)c1ccc(F)cc1	1.2	-7	-0.9	-0.1	-8	3	1	5	x	-3	1.9
CCn1cc(C(=O)NCC2CCCO2)c(=O)c2cc(F)c(N3CCN(C)CC3)cc21 (stereo not drawn)	1.7	-3	-1.3	2.0	10	1	-14	7	108	19	2.8
CC(C)NC(=O)CCCc1cn(C)c2ccccc12	1.3	-4	-1.3	5.5	503*	4	-6	6	121	1	2.4
COc1ccc(CNC(=O)c2onc(C)c2Cl)cc1	0.9	8	-0.5	-1.2	2	5	8	3	102	40	2.8
Cc1ccc(C(=O)COC(=O)c2ccc3c(c2)C(=O)N(c2cccc4ncccc24)C3=O)cc1	-0.8	6	1.4	2.9	2	9	-9	-10	92	-7	1.2
Cc1ccc(-c2onc3ccc(Br)cc23)cc1	0.9	-5	3.2	1.5	-3	-20	-17	-14	96	-3	2.3
CCCOc1ccc2oc(=O)c3c(c2c1)CCCN3C(=O)CN1CCN(c2ncccn2)CC1	-1.9	-1	-1.2	3.4	-15	14	1	5	107	33	3.8

Looked up above.
Cc1ccc(S(=O)(=O)c2nc(-c3cccs3)oc2SCC(N)=O)cc1 in DSG3 Ab inh reads 96
CCN(CC)S(=O)(=O)c1ccc(C2=NOC3(C2)N(C)c2ccccc2C3(C)C)cc1 (stereo not drawn) in OPRM1-OPRD1 inv reads 0
COCCn1c(C)cc(C2=NNC(=NC3CC3)SC2)c1C in OPRM1-OPRD1 inv reads 7

Part of the list above with just Arr AP2 block:
| smiles | Arr AP2 block |
| --- | --- |
| COc1ccc(CNC(=O)c2onc(C)c2Cl)cc1 | 5 |
| O=C(CCCC(=O)c1ccc(O)cc1)c1ccc(O)cc1 | 24 |

5 entries already listed, ordered by the value under PfHsp90 set2, highest first:
compound | Tat transport | MOR-DOR ag | AddAB inh | SUMO Mot1 rescue | Arr AP2 block | PKA-R1A act | OPRM1-OPRD1 inv | DSG3 Ab inh | PfHsp90 set2 | phage Ecoli inh
CCCOc1ccc2oc(=O)c3c(c2c1)CCCN3C(=O)CN1CCN(c2ncccn2)CC1 | -1 | -1.2 | 3.4 | -15 | 14 | 1 | 5 | 107 | 33 | 3.8
Cc1ccc(S(=O)(=O)c2nc(-c3cccs3)oc2SCC(N)=O)cc1 | -6 | -1.2 | 2.0 | x | 25 | 11 | 7 | 96 | 9 | -0.3
CC(C)NC(=O)CCCc1cn(C)c2ccccc12 | -4 | -1.3 | 5.5 | 503* | 4 | -6 | 6 | 121 | 1 | 2.4
O=C1NCCN/C1=C\C(=O)c1ccc(F)cc1 | -7 | -0.9 | -0.1 | -8 | 3 | 1 | 5 | x | -3 | 1.9
CCCCNCC(O)(c1ccc(Cl)cc1)c1ccc(Cl)cc1 | 4 | 1.7 | 4.9 | -28 | -9 | -2 | -8 | 105 | -6 | 9.1

Remaining list, next part
SMILES	Ecoli viability	Tat transport	MOR-DOR ag	AddAB inh	SUMO Mot1 rescue	Arr AP2 block	PKA-R1A act	OPRM1-OPRD1 inv	DSG3 Ab inh	PfHsp90 set2	phage Ecoli inh
CC(=O)Nc1ccc2nc(-c3cccn3C)[nH]c2c1	-0.3	-1	-1.4	1.8	12	-13	-1	7	136	-1	-0.2
CCOC(=O)C1=C(C)NC(=O)NC1c1ccccc1OCc1c(F)cccc1Cl (stereo not drawn)	-0.2	11	2.7	-0.3	-13	3	1	-17	x	2	1.9
Cc1ccc(-n2c(SCC(=O)N3Cc4ccccc4CC3C(=O)O)nnc2-c2cccnc2)c(C)c1 (stereo not drawn)	1.1	4	0.3	0.6	27	-1	0	-2	91	-22	3.6
S=C1NCCc2ccccc2C1c1ccccc1Cl (stereo not drawn)	-4.2	-6	-8.8	-1.1	16	5	-4	44*	114	-3	3.6
O=C(NCc1ccc(Cl)c(Cl)c1)c1ccc2c(c1)OCO2	0.1	17	1.4	0.4	-4	12	2	-8	122	-30	4.6
CC(=O)Nc1ccc(S(=O)(=O)NCCC(=O)OCc2nnc(-c3ccccc3)o2)cc1	0.1	-1	-2.4	0.0	-7	-2	1	12	102	9	-3.3
O=C(CCN1C(=O)c2ccccc2C1=O)NCc1ccco1	-3.2	1	1.7	-2.1	2	1	-8	-10	98	x	1.4
CCC(C)C(NC(=O)C(C)NC(=O)CNC(=O)OC(C)(C)C)C(N)=O (stereo not drawn)	-0.1	7	-0.8	0.2	0	0	-5	5	106	-20	4.6
COc1ccc(S(=O)(=O)N2CCC(C(=O)Nc3ccc(S(=O)(=O)N4CCCC4)cc3)CC2)cc1OC	1.6	3	-3.4	1.6	32	0	-6	18	109	x	7.0
CNC(=S)N(CCO)Cc1cc2cc3c(cc2[nH]c1=O)OCCO3	-1.1	-12	0.4	-0.4	0	-6	-3	-2	100	36	-2.6
CC(=O)c1ccc2c3c(cccc13)C(=O)N(CCc1ccccc1)C2=O	-2.8	1	0.1	-1.2	6	29	8	-1	79	-7	2.2
O=C(CSc1nnc2ncccn12)Nc1cccc2ccccc12	-0.2	-7	-1.7	2.5	3	3	-15	9	85	-2	1.2
CCCCc1nc2cc(C(=O)NCc3nccn3CC)ccc2o1	0.4	-2	-0.1	-0.2	-4	15	-9	1	105	8	1.0
CCn1c(SCC(=O)NC(=O)Nc2ccc3c(c2)OCCO3)nnc1-c1cccs1	0.9	8	1.4	2.5	-26	8	0	-8	106	x	3.9
O=C(CCSCc1ccc(Cl)cc1)NCc1ccco1	-0.5	8	1.5	2.4	0	6	1	-8	128	x	-1.1
O=C(Cc1ccc([N+](=O)[O-])cc1)N1CCc2ccccc2C1	-1.0	-4	-0.1	-1.6	15	0	-16	1	95	-3	5.5
CC(C)(C)[C@@H]1C=C(C(N)=O)O[C@H](OCc2ccc(CO)cc2)C1	-1.5	6	0.8	0.6	9	21	6	-4	98	24	1.3
Cc1ccc(NS(=O)(=O)c2cc(C(=O)N(C)C)ccc2C)cc1C	x	13	-2.5	x	x	34	1	14	106	-14	-0.2
Cc1cccc(NC(=S)NNC(=O)c2ccc(Br)o2)c1	-0.8	8	-2.2	-0.1	4	-1	8	12	100	19	1.2
O=C(CSc1nnc2ccccn12)NCCc1ccc(F)cc1	0.0	-10	0.7	4.0	-9	14	-7	-3	x	10	3.1
COc1cc(NC(=O)CSc2nccc(C)n2)c(C(=O)O)cc1OC	2.2	-3	-0.5	-1.4	6	0	-5	3	98	33	3.0
O=C(c1ccc(Cl)cc1)N1CCC2CC1c1cc(-c3ccccc3)ccc12 (stereo not drawn)	x	10	7.1	x	x	13	3	-33	98	-16	2.0
CC(=O)c1cccc(NC(=O)CN2C(=O)NC(C)(c3ccc4c(c3)OCCCO4)C2=O)c1 (stereo not drawn)	-0.3	1	0.4	2.6	13	-1	-12	-2	92	11	-0.1
N#CCCN(C(=O)CSc1nc2ccccc2c(=O)[nH]1)c1ccc(F)cc1	-2.2	0	-3.9	-0.5	2	-7	-9	15	x	-19	12*
COC(=O)c1cccc(-n2nnnc2SCC(=O)Nc2cc(C)on2)c1	0.0	4	-0.8	-3.0	79	12	-9	4	108	6	3.6
CC(=O)NCCCCCCNC(C)=O	0.9	-10	-1.8	-0.2	-4&152	16	3	10	98	-5	2.9
CCOC(=O)C1=NN(c2ccccc2)C2C(=O)N(c3ccccc3OC)C(=O)C12 (stereo not drawn)	2.3	4	-2.2	0.3	3	-3	-19	11	93	4	-2.7
CCc1noc(C)c1C(=O)N(CCOC)c1c(N)n(CC(C)C)c(=O)[nH]c1=O	-1.6	0	-1.6	-1.7	2	-22	-5	8	93	-22	0.3
O=C(c1ccccc1)N1CCOC(O)(c2ccccc2)C1c1ccccc1 (stereo not drawn)	x	-3	-3.0	x	x	-4	-4	16	91	x	0.8
